Source: PubChem (several laboratories)
PKA-R2B activ: activators of PKA-R2B holoenzyme, primary screen, biochemical, fluorescence polarization, Cy5-IP20, human | PKA-R2B holoenzyme dissociation; R2B truncated from residue 108, S112A mutant; 0% DMSO only, 100% 113 µM cGMP | activation, % at 11.4 µM | actives 0.079% (n = 340,000) | AID 504700, 2011;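 active = activation above a cutoff set at the mean over all compounds plus 3 SD, cut at about 18% in these data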;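 note: higher means more holoenzyme dissociation and a rise in polarization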
Target sequence (P31323 whole entry, looked up, other chains not shown, the tested form may be a part): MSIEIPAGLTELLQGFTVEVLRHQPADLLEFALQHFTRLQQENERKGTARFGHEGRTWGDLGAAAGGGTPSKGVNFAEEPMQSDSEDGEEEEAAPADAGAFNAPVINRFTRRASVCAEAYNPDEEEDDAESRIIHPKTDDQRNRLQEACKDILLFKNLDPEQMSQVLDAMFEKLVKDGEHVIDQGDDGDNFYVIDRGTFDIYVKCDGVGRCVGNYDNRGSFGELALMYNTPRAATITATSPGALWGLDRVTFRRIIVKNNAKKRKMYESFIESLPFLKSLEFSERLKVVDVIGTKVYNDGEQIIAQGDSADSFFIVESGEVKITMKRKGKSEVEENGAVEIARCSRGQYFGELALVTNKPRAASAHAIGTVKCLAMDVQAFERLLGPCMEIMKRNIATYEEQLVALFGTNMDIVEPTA
Arrestin-AP2 inh: inhibitors of beta-arrestin/AP2 binding, primary screen, biochemical, GPCR trafficking, flow cytometry. AID 504490, 2011. actives 0.31% (n = 340,000). beta-arrestin 1 C-terminal peptide binding to AP2 beta2-adaptin appendage (human). FITC-arrestin peptide / GST-AP2 beads; AP2 beta2 appendage carries R879A mutation. inhibition, % at 10 µM;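 active = inhibition above a set limit, near 3 SD of compounds lacking own fluorescence, cut at about 54% in these data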;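 note: plate controls were DMSO wells for no effect and 5 µM unlabelled arrestin peptide for full effect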
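Material – GST-tagged AP2 beta2-adaptin appendage (R879A) on 4 µm glutathione beads · Probe or stimulus – fluorescein-tagged arrestin peptide at 50 nM final · Timing – 12 min plus 1 h, RT · Detection – bead flow cytometry, FITC channel · Read-out basis – inhibition as reduced fluorescein signal on beads, percent · Medium – PBS plus Tween 20 (0.05%) and BSA (0.1%)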
SR-BI DiI inh: inhibitors of SR-BI mediated HDL lipid uptake, primary screen, ldlA[mSR-BI] cells, fluorescence, single point; Scavenger receptor class B member 1 (Mus musculus), Q61009; actives 0.96% (n = 320,000); ldlA[mSR-BI] CHO cells, DiI-HDL uptake fluorescence, 3 h; inhibition, % at 12.5 µM;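 active = mean replicate inhibition of at least 70% and a set share of replicates each scoring 70 or more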;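 note: 0% = median of neutral control wells and 100% = median of positive control wells; values of inactives mirror those of a sister screen read the other way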
Target sequence (Q61009 whole entry, looked up): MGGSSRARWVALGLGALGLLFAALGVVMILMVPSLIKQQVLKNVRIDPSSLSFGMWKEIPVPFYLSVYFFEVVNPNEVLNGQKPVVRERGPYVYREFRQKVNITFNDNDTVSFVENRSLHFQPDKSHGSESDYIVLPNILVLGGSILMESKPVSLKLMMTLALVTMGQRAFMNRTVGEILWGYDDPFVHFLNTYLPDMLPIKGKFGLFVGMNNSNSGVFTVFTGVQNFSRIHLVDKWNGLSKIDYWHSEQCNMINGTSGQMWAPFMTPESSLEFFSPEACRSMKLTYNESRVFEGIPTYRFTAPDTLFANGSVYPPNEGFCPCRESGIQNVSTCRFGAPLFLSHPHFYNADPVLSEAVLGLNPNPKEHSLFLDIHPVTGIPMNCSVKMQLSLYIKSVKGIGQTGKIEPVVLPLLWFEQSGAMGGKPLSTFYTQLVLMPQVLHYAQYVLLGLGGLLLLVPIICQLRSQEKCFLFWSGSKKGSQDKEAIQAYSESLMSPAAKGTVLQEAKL
Keap1-Nrf2 PPI: Keap1-Nrf2 protein-protein interaction inhibitors, primary screen, biochemical, fluorescence polarization, single point | Kelch-like ECH-associated protein 1 (Homo sapiens), Q14145 | Keap1 Kelch-Nrf2 peptide fluorescence polarization, 1536-well | inhibition, % at 9.4 µM | actives 0.15% (n = 340,000); in the data active = inhibition above about 12%;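 note: human Keap1 Kelch domain with fluorescein labeled Nrf2 9mer peptide probe; 0% = neutral control wells and 100% = peptide positive control; higher means more block of Keap1 binding to Nrf2 peptide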
SR-BI DiI-HDL act: activators of SR-BI mediated DiI-HDL uptake, primary screen, ldlA[mSR-BI] CHO cells, DiI fluorescence; 3 h; 100 = double the neutral-control signal; activation, % at 12.5 µM; actives 0.096% (n = 320,000);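 active = mean replicate activation of at least 60% and every replicate at or above 60%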;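 note: 0% = median plate neutral-control signal and 100% = twice that signal; values of inactives mirror those of a sister screen read the other way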
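System: CHO ldlA[mSR-BI] cells / Medium: HEPES-buffered (25 mM, pH 7.4) F12 plus 0.5% BSA / Probe or stimulus: labelled HDL, 10 µg/mL / Doses: single compound concentration, delivered by pin transfer / Schedule: 3 h, 37 °C / Measured by: DiI fluorescence, bottom read / Measure: cell-associated DiI fluorescence as measure of HDL uptake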
C-LANA FP: inhibitors of KSHV C-LANA binding to DNA, primary screen, biochemical, fluorescence polarization, FAM-LBS DNA, MBP-C-LANA, single point | Kaposi's sarcoma herpesvirus LANA C-terminal domain (residues 932-1162) DNA binding | AID 504423, 2011 | inhibition, % at 9 µM | actives 0.078% (n = 340,000);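 active = highest replicate inhibition at or above 60% at 9 µM, even if other replicates fall short; inactive = all replicates below 60% inhibition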;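 note: 0% = neutral control wells and 100% = 4 µM acridine orange control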
DAGLB inh: DAGLB lipase inhibitors, primary screen, biochemical, fluorescence, HTS | HEK293T DAGLB membrane lysate, EnzChek fluorogenic substrate | inhibition, % at 5.17 µM | actives 0.059% (n = 340,000); in the data active = inhibition above about 34%;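 note: 0% = enzyme with vehicle and 100% = wells lacking enzyme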
RTF Ca sens inh: cardiac RTF calcium sensitivity inhibitors, primary screen, biochemical, IANBD-TnC fluorescence, EC70 calcium. Troponin I, cardiac muscle (Homo sapiens) + Troponin T, cardiac muscle (Homo sapiens) + …. actives 0.12% (n = 340,000). IANBD-labeled cardiac RTF, Ca2+ fluorescence. inhibition, % at 7.15 µM;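 active = inhibition above the mean inhibition of all tested compounds plus 3 SD, cut at about 17% in these data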;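 note: assay run at fixed EC70 calcium of 1.6 mM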
NSD2 HMT inh: NSD2 histone methyltransferase inhibitors, primary screen, biochemical, AlphaScreen, single concentration, set 2. NSD2 peptide methylation, 120 min. inhibition, % at 12.5 µM. actives 0.54% (n = 310,000); in the data active = inhibition above about 50%
PvdQ acylase: P. aeruginosa PvdQ acylase inhibitors, primary screen, biochemical, fluorescence, plate reader and imaging, single point; PvdQ acylase [Pseudomonas aeruginosa LESB58]; purified PvdQ acylase; inhibition, % at 10 µM; actives 0.063% (n = 340,000); in the data active = inhibition above about 30%, passing the limit was not always enough;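 note: 0% = vehicle neutral wells and 100% = reference inhibitor wells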
Numbers without * were called inactive; · = not tested or not shown.

PKA-R2B activ	Arrestin-AP2 inh	SR-BI DiI inh	Keap1-Nrf2 PPI	SR-BI DiI-HDL act	C-LANA FP	DAGLB inh	RTF Ca sens inh	NSD2 HMT inh	PvdQ acylase	molecule
-1	0	14	0	-14	-0.6	-1	1	-1	-10	Cc1ccccc1NC(=O)COC(=O)c1ccc(CSc2ccc(Cl)cc2)cc1
4	-11	-11	-3	11	-1.5	-12	-9	-1	-16	O=C(c1c(F)cccc1F)N(C1CCCCC1)C1CCCCC1
-1	-13	4	-4	-4	0.9	-1	0	-2	-15	COc1ccc(NC(=O)c2c(F)cccc2Cl)cc1S(=O)(=O)N1CCOCC1
-3	-1	-16	2	16	1.2	-3	-9	·	-10	CC1(C)CC(CC(=O)O)(c2ccc(F)cc2)CCO1 (centres undefined)
-5	11	39	-5	-39	0.2	2	-5	0	-13	CCOc1ccc(OCCC(=O)N(CC)CC(=O)Nc2ccccc2OC)cc1
2	-10	-25	1	25	-1.7	1	-3	-2	-7	Cc1cc(C)c(OCCOCCN2CCCC2)c(C)c1
5	41	-17	1	17	-0.7	0	3	·	14	C[C@@H]1CN([C@@H](C)CO)C(=O)Cc2cc(NC(=O)Nc3ccc4c(c3)OCO4)ccc2O[C@@H]1CN(C)C(=O)NC1CCCCC1
-8	30	2	0	-2	-0.9	-2	-8	1	6	COc1ccccc1CNC(=O)COC(=O)c1cc(C)oc1C
-5	12	13	-4	-13	0.0	-12	3	-4	-10	Cc1ccc(C(=O)N(Cc2ccccc2)C(C)(C)C)cc1C
-1	37	·	-5	·	-0.8	-1	2	0	-3	O=C(CCCCCNC(=O)c1ccccc1Br)N=Nc1c(O)[nH]c2ccccc12
8	11	29	-4	-29	1.4	1	7	-2	-13	COc1ccc(CCNC(=O)CC2SC(=Nc3cc(C)cc(C)c3)NC2=O)cc1OC (centres undefined)
-9	19	-11	-1	11	1.0	-19	-7	7	3	Cc1ccccc1N1CCN(S(=O)(=O)c2ccc3ccccc3c2)CC1
2	8	17	-5	-17	0.5	-5	-20	·	-4	C[C@H](CO)N1C[C@H](C)[C@@H](CN(C)C(=O)Nc2ccc(C(F)(F)F)cc2)Oc2ccc(NC(=O)C3CC3)cc2C1=O
-9	25	-22	1	22	0.9	0	5	-1	-1	CC(C)CCNC(=O)C1CCC(CNc2c(N3CCC(C)CC3)c(=O)c2=O)CC1 (centres undefined)
12	2	0	-5	0	-1.3	0	3	0	2	O=C1C=C(NC2CC2)C2(CCCCC2)O1
-2	8	-14	-7	14	0.6	0	-2	1	-20	CCN1C(=O)/C(=C2/C=CC=CN2C)OC1=S
-10	-5	-34	0	34	2.7	-1	-8	0	-9	O=C(NCc1cccc(Cl)c1)c1cnccn1
4	3	59	2	-59	-0.5	1	4	0	-6	CCOc1ccc(CCNC(=O)C2CCN(c3nnc(-n4cccc4)s3)CC2)cc1OCC
-1	-23	16	-3	-16	1.1	1	-5	3	-13	Nc1ccc2nc(NC(=O)C3CCCCC3)sc2c1
3	6	8	-4	-8	0.2	-1	-6	0	5	CC(C)(C)c1ccc(-c2nc(C#N)c(NCc3cccnc3)o2)cc1
-6	26	·	3	·	0.3	0	2	·	13	CC(=O)Nc1ccc(NC(=O)CCSCCc2ccccn2)cc1
-3	-4	-8	2	8	0.3	1	-1	-14	-6	O=C(O)c1ccccc1CSc1nnnn1-c1ccccc1
-8	-2	8	-4	-8	-0.4	2	9	·	15	O=C(Cc1ccc([N+](=O)[O-])cc1)NCc1ccc2c(c1)OCO2
-5	5	15	-4	-15	0.5	5	4	7	-2	O=[N+]([O-])c1ccc(N2CCOCC2)cc1N1CCCCC1
-1	12	18	-4	-18	0.4	-2	3	0	-9	CCC(=O)Oc1ccc(C(=O)Nc2ccc([N+](=O)[O-])cc2)cc1
-12	-3	1	2	-1	-0.7	-1	-3	-1	-16	N#Cc1ccc(OCC(=O)N2CCN(S(=O)(=O)c3cccs3)CC2)cc1
-7	7	-19	-1	19	-0.5	-1	-5	49	-13	Cc1cc(-c2nnc(CCC(=O)NCc3ccc(F)c(F)c3)o2)no1
-2	-2	-22	-6	22	0.1	1	8	1	-7	O=c1c(N2CCOCC2)coc2ccccc12
-4	35	-1	-4	1	1.6	-5	-15	·	2	CC(C)(C)OC(=O)C[C@H]1C/C=C\C[C@H](CC(=O)NCCO)C(=O)NC[C@H](c2ccccc2)OC1=O
-2	0	2	-5	-2	-1.2	0	3	2	-7	CCOC(=O)C1(CCOC)CCN(C(=O)c2ccc(CSC)o2)CC1
-7	0	-28	-3	28	-1.0	0	-4	3	-15	CN(C)CCN(C(=O)c1ccc(S(=O)(=O)N2CCCC2)cc1)c1nc2ccc(Br)cc2s1
-5	9	-14	-2	14	1.0	0	4	18	5	CC1CN(C(=O)c2cccc(S(=O)(=O)N3CCOCC3)c2)CC(C)O1 (centres undefined)
1	-6	-9	-4	9	-1.9	2	-7	-8	-13	Cc1onc(-c2c(Cl)cccc2Cl)c1C(=O)Nc1nccs1
0	-6	-7	-8	7	0.5	-4	-6	1	4	NC(=O)c1ccc(C(=O)N/N=C(/Cc2ccccc2)c2ccccc2)cc1
-7	-4	-10	-5	10	0.0	1	3	1	-17	O=C1CC2(CCN(C(=O)c3ccc(F)cc3)CC2)Oc2ccccc21
5	0	-54	-1	·	-0.9	0	-2	0	-7	COc1ccc(S(=O)(=O)N2CCOCC2)cc1NC(=O)COC(=O)C1CC2CCCC(C1)C2=O (centres undefined)
-1	-6	64	-1	-64	-0.8	-3	17*	-5	-11	Cc1ccc(-n2c(SCC(=O)Nc3ccc4c(c3)OCCO4)nnc2-c2ccco2)cc1
9	-7	-3	-7	3	-1.3	-2	-2	0	-19	COc1ccc(NC(=O)CCSc2nnnn2C)cc1
0	1	53	-2	-53	1.1	-3	-7	-1	-12	CC(=O)Nc1sc(C)c(C)c1C(=O)OCC(=O)Nc1cccc(C)c1
-3	-1	-10	-5	10	2.5	5	0	·	1	CCC1Nc2ncnc(N3CCOCC3)c2N(Cc2ccc(OC)cc2)C1=O (centres undefined)
1	-7	49	-3	-49	0.0	2	6	-4	1	O=C(Cn1nc(C(=O)O)c2ccccc2c1=O)NCCC1=CCCCC1
-3	-3	-4	-4	4	0.5	3	-6	1	-12	COc1cc(/C=C(\C#N)C(=O)NCC2CCCO2)ccc1OC(=O)c1ccco1 (centres undefined)
8	13	-6	0	6	0.4	1	9	7	0	OCCC1CN(Cc2cccnc2)CCN1CCc1ccccc1 (centres undefined)
-1	-14	14	2	-14	0.2	0	-7	9	-13	COc1ccc(-c2onc(C)c2C)cc1S(=O)(=O)NCCc1ccco1
-5	-1	-6	-7	6	0.3	2	9	8	-21	CCC(=O)Nc1nc(C)c(-c2csc(Nc3cccc(C(=O)O)c3)n2)s1
-8	-17	-19	5	19	1.0	-1	-26	-3	-4	O=C1OCCC1Sc1nnc(-c2ccc(F)cc2)n1Cc1ccccc1 (centres undefined)
3	-7	-9	-1	9	0.7	0	0	-1	0	COc1ccc(S(=O)(=O)N2CCC(C(=O)N3CCCC3)CC2)cc1Cl
-1	31	4	-5	-4	0.3	-4	2	-1	-1	COc1cc(OC)nc(Oc2cc(/C=N/O)ccc2OC)n1
-4	1	-1	-5	1	0.6	0	3	-10	-13	Cc1c(NC(=O)Nc2ccc(Cl)c(Cl)c2)c(=O)n(-c2ccccc2)n1C
-11	16	-6	-4	6	0.0	-1	-5	-5	14	O=C(CP(=O)(c1ccccc1)c1ccccc1)Nc1cccc(CP(=O)(c2ccccc2)c2ccccc2)c1

Of the compounds above, seven contain fluorine:
PKA-R2B activ	Arrestin-AP2 inh	SR-BI DiI inh	Keap1-Nrf2 PPI	SR-BI DiI-HDL act	C-LANA FP	DAGLB inh	RTF Ca sens inh	NSD2 HMT inh	PvdQ acylase	molecule
4	-11	-11	-3	11	-1.5	-12	-9	-1	-16	O=C(c1c(F)cccc1F)N(C1CCCCC1)C1CCCCC1
-1	-13	4	-4	-4	0.9	-1	0	-2	-15	COc1ccc(NC(=O)c2c(F)cccc2Cl)cc1S(=O)(=O)N1CCOCC1
-3	-1	-16	2	16	1.2	-3	-9	·	-10	CC1(C)CC(CC(=O)O)(c2ccc(F)cc2)CCO1 (centres undefined)
2	8	17	-5	-17	0.5	-5	-20	·	-4	C[C@H](CO)N1C[C@H](C)[C@@H](CN(C)C(=O)Nc2ccc(C(F)(F)F)cc2)Oc2ccc(NC(=O)C3CC3)cc2C1=O
-7	7	-19	-1	19	-0.5	-1	-5	49	-13	Cc1cc(-c2nnc(CCC(=O)NCc3ccc(F)c(F)c3)o2)no1
-7	-4	-10	-5	10	0.0	1	3	1	-17	O=C1CC2(CCN(C(=O)c3ccc(F)cc3)CC2)Oc2ccccc21
-8	-17	-19	5	19	1.0	-1	-26	-3	-4	O=C1OCCC1Sc1nnc(-c2ccc(F)cc2)n1Cc1ccccc1 (centres undefined)
